# Source: PubChem (several laboratories)
# Fh CTSL1 inh: blocks F. hepatica cathepsin L1 in PFM18AAP counter-screen; recombinant F. hepatica cathepsin L1, Z-Leu-Arg-MCA fluorescence; inhibition, % at 5.96 µM; hit rate 0.49% among 300,000;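 active = inhibition above the mean of all tested compounds plus 3 SD, set per screening campaign, cut at about 17% in these data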;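 note: 0% = plate median of test compound wells and 100% = 1 µM Z-Phe-Ala-diazomethylketone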
# EBNA-1 inh: blocks EBNA-1 binding to DNA | EBNA-1 DNA binding, fluorescence polarization | inhibition, % at 14.8 µM | hit rate 0.34% among 300,000 | AID 1950; in the data active = inhibition above about 28%
# Yeast superoxide: lowers age-related superoxide in aged yeast cells; AID 2690; hit rate 0.18% among 330,000; S. cerevisiae aged cells, superoxide DHE fluorescence; stronger effect = lower value; superoxide response (% of plate mean), % at 10 µM;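 active = superoxide response under a set limit, about three screen SD below normal, cut at about 65% in these data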;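 note: yeast aged for seven days with compound at 30 °C before DHE staining; 100% = average MFI of all compound-treated wells on the plate with controls excluded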
# PP5 inh: inhibitors of human protein phosphatase 5 (PP5). P53041. purified PP5c, OMFP substrate fluorescence. inhibition, % at 6.7 µM. hit rate 0.18% among 320,000. AID 1987;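 active = inhibition above the campaign's mean inhibition across all tested compounds plus 3 SD, cut at about 9.5% in these data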;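 note: 0% = DMSO only and 100% = 100 µM cantharidin control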
# Target sequence (P53041 whole entry, looked up): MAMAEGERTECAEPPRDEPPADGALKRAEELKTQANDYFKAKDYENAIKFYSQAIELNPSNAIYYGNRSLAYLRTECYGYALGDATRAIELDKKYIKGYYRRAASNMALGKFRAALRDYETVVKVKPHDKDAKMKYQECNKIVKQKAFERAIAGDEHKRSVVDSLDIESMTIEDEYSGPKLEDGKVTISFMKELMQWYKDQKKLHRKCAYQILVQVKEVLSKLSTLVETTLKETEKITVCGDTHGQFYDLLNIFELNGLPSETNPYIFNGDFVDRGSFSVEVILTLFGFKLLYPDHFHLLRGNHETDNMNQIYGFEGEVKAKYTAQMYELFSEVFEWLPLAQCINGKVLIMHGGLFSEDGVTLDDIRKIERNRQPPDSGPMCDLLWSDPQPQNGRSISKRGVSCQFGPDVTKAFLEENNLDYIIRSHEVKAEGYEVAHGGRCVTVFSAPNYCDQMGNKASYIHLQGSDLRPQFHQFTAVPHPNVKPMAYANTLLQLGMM
# core dimer inh: blocks dimerization of HCV core protein. TR-FRET GST/Flag-core106 dimerization, 1536-well. inhibition, % at 5 µM. hit rate 0.33% among 300,000;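 active = inhibition above the mean of all tested compounds plus 3 SD, set per screening campaign, cut at about 45% in these data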
#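 System: GST-tagged and Flag-tagged HCV core protein residues 1-106 / Input: core106 proteins, GST 13.5 nM and Flag 17 nM / Buffer or medium: KF-containing HEPES buffer, pH 7.45, DTT, CHAPS, BSA / Probe or stimulus: Eu-anti-GST and XL665-anti-Flag labelled anti-tag antibodies / Schedule: 4 h, 22.5 °C incubation / Technique: TR-FRET 671 and 617 nm emission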
# PP1 inh: counter-screen for PP5 inhibitors: inhibitors of human PP1-alpha. P62136. purified PP1alpha, OMFP fluorescence. inhibition, % at 6.7 µM. hit rate 0.9% among 320,000. AID 2235;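 active = inhibition above the mean inhibition of all tested compounds plus 3 SD, computed separately for each screening campaign, cut at about 15% in these data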
# Target sequence (P62136 whole entry, looked up): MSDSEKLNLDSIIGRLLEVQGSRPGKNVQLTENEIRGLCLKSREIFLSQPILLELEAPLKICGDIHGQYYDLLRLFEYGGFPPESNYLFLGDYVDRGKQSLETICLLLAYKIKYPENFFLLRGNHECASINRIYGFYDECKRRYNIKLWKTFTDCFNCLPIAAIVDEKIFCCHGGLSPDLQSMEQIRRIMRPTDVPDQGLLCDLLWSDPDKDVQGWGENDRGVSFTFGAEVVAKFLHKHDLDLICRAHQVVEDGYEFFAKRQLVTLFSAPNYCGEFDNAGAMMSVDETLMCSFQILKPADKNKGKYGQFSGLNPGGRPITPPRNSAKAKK
# ZTA counter: counter-screen for EBNA-1 inhibitors: inhibitors of Epstein-Barr virus ZTA. ZTA-DNA binding, fluorescence polarization. hit rate 0.15% among 320,000. inhibition, % at 11 µM. AID 2234. P03206; in the data active = inhibition above about 33%
# Target sequence (P03206 whole entry, looked up): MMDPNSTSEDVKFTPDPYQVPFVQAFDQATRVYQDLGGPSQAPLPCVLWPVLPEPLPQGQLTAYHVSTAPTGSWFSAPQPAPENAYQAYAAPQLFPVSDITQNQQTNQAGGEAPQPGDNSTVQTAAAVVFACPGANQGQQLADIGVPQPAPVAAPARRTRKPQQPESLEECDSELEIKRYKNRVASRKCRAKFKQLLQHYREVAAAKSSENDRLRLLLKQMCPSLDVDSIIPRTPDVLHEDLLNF
# JMJD2C inh: inhibitors of human GASC-1 (JMJD2C) demethylase. GST-JMJD2C(1-420) H3K9me3 demethylation, DELFIA europium. inhibition, % at 2.35 µM. Q9H3R0. hit rate 0.069% among 330,000;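 active = more than half of a compound's replicate wells show inhibition beyond 50%, single wells judged on their own value; inconclusive = some, but no more than half, of replicates pass 50% inhibition; inactive = no replicate passes 50% inhibition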;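 note: signal counts dimethyl H3K9 product captured on neutravidin plate; 0% = median of DMSO wells and 100% = 0.3 times that DMSO median; strong numbers were not always called active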
# TPT1 inh: inhibitors of Candida albicans tRNA 2'-phosphotransferase TPT1. AID 1962. recombinant caTPT1, FP RNA substrate dephosphorylation. inhibition, % at 5 µM. hit rate 0.81% among 300,000;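 active = inhibition above the mean of all tested compounds plus 3 SD, set per screening campaign, cut at about 24% in these data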;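 note: plate controls were DMSO alone for no effect and ferristatin control at 100 nM for full effect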
# Active calls of the source: *; i = inactive; ? = inconclusive; . = not tested or not shown. Compounds were not picked by outcome, and some 3.1% of all compounds hit somewhere here.
SMILES,Fh CTSL1 inh,EBNA-1 inh,Yeast superoxide,PP5 inh,core dimer inh,PP1 inh,ZTA counter,JMJD2C inh,TPT1 inh
Cn1nnnc1SCC(=O)NC(=O)c1cccc([N+](=O)[O-])c1,2,7,98,-1.7,4,5,13,0,1
O=C(Cn1cncn1)N1CCN(c2ccc(F)cc2)CC1,1,1,86,0.8,-2,1,-5,2,-3
COc1ccccc1NC(=O)Nc1ccc(N2CCOCC2)cc1,5,6,84,-1.0,-4,0,15,4,3
Cc1ccc(C(=O)NNC2=Nc3cccc4cccc2c34)cc1,-4,0,102,2.5,-46,-2,-15,5,-2
CC(=O)NC(c1ccc(C)cc1)c1cc([N+](=O)[O-])c2cccnc2c1O (configuration not stated),2,0,108,5.8,-12,19*,-15,23,1
O=C(N/N=C/c1ccc(Sc2nc3ccccc3s2)c([N+](=O)[O-])c1)c1ccccn1,-4,-7,95,1.5,-6,1,4,2,-2
COc1cccc(/C=C/C(=O)c2cccc([N+](=O)[O-])c2)c1OC,0,-4,90,1.8,3,0,-4,-36,0
CCCCN1C(=O)N(c2ccccc2Cl)C(C)(O)CC1(C)C (configuration not stated),0,0,109,0.6,-2,-1,-13,-24,-2
Cn1cc([N+](=O)[O-])c(C(=O)Nc2ccn(Cc3c(F)c(F)cc(F)c3F)n2)n1,2,9,110,0.3,1,-1,-9,14,0
O=C(O)/C=C/c1ccc(S(=O)(=O)NCc2cccnc2)cc1,-4,-4,112,0.9,0,-4,8,1,6
C=CCn1c(-c2ccc(OC)cc2)nc2ccccc21,-2,-5,105,-2.4,-3,-1,7,26,0
CS(=O)(=O)N1CCC(CO)(Cc2ccccc2C(F)(F)F)CC1,8,2,121,-2.4,-2,-6,0,2,-4
CC(CCc1ccccc1)NC(=O)CCC(=O)N1CCC(C(=O)O)CC1 (configuration not stated),-13,-12,97,-4.3,-3,0,-15,4,0
O=C(O)/C=C/c1ccc(Oc2ncccn2)cc1,0,4,92,1.2,-3,-2,-7,1,-2
O=C(c1ccco1)N1CCN(C(=O)c2nn3cccnc3c2Cl)CC1,-2,11,95,0.4,-3,-3,14,-1,-2
CC(=NCCc1c(C)[nH]c2ccc(OC(F)(F)F)cc12)C1=C(O)CC(c2ccccc2)CC1=O (configuration not stated),-2,4,65*,4.2,2,0,-2,0,-3
CCN(c1ccccc1)S(=O)(=O)c1cccc(C(=O)N2CCN(S(=O)(=O)c3ccccc3)CC2)c1,0,-5,98,3.3,17,-4,-5,6,-3
O=C(O[C@@H]1OC2COC(=O)c3cc(O)c(O)c(O)c3-c3c(cc(O)c(O)c3O)C(=O)O[C@@H]([C@H]1O)[C@@H]2O)c1cc(O)c(O)c(O)c1,-2,4,104,2.5,-33,7,-19,?,4
CC(=O)NCCC(=O)Nc1cc(S(=O)(=O)N2CCCCC2)ccc1N1CCCCC1,.,.,100,-1.1,.,-1,-14,0,.
CCOCCCN(C(=O)c1snc(C(N)=O)c1N)C(C(=O)NC1CCCC1)c1ccc(O)cc1 (configuration not stated),-2,-4,91,1.4,-1,-2,3,5,1
CCCn1c(N)c(N(CCOC)C(=O)COC(=O)c2ccccc2NCCO)c(=O)[nH]c1=O,10,-12,111,0.8,-3,-2,-2,-46,1
O=C(Nc1nncs1)c1cc(S(=O)(=O)N2CCCCC2)ccc1Cl,1,7,96,-2.0,-3,0,9,-36,0
COc1ccccc1C(=O)Nc1ccc2c(c1)n(C)c(=O)n2C,-1,-2,89,1.0,-5,-1,8,1,2
Cc1cccc(C)c1NC(=S)Nc1ccccc1C(=O)NCc1ccco1,1,-5,108,2.2,-12,-2,-21,-6,-2
Cc1cc2nnc(SCC(=O)N3CCOCC3)n2c2ccccc12,0,-7,103,1.9,-2,-2,-4,10,-3
S=c1nc(-c2cccc(Cl)c2)[nH][nH]1,2,-8,73,0.5,-2,-2,-14,-3,1
O=C(Nc1cnn(Cc2ccc(Cl)cc2Cl)c1)c1cc(-c2cccs2)on1,0,4,89,1.8,4,2,4,-11,-2
Cc1cc(C)cc(NC(=O)CSCc2cc(=O)n3ccsc3n2)c1,-1,-4,80,2.5,-5,-5,-4,3,2
CCN1C(=O)[C@H]2[C@@H](c3ccc(-c4ccc(C(C)=O)cc4)cc3)N[C@@](Cc3ccccc3)(C(=O)OC)[C@H]2C1=O,-1,7,105,5.2,19,-1,-9,i,-3
Cc1ccccc1CSCC(=O)Nc1ccccc1F,-2,-8,79,1.6,-6,0,4,-6,0
Cc1ccc(NC(=O)CN2CCN(C(=O)C3CCCO3)CC2)c(C)c1 (configuration not stated),-1,-7,96,1.7,-3,1,-2,14,0
Cc1cc(C(=O)CSc2cccc[n+]2[O-])c(C)n1-c1ccc(Br)cc1,2,-4,103,2.6,3,-2,3,4,1
COc1ccc(OCC(=O)Nc2nc3ccc(NC(C)=O)cc3s2)cc1,3,3,106,-1.2,0,-1,-1,8,2
C/C(=C\C(=O)c1ccccc1)Nc1ccc(Cl)c(Br)c1,0,4,103,-0.2,-3,-3,-11,-5,-4
O=C(N1CCOCC1)N1CCOCC1,-5,14,88,0.3,5,-4,-7,-7,-4
CCCOc1ccc(C(O)(CCC)CCN2CCCCC2)cc1 (configuration not stated),1,7,103,-0.9,-5,2,5,4,-4
COc1ccc2c(COC(=O)CNC(=O)C34CC5CC(CC(C5)C3)C4)cc(=O)oc2c1,-3,4,97,2.3,13,2,0,-2,-2
O=C(NCc1ccc(F)cc1)C1CCCN(C(=O)Nc2ccc(F)cc2)C1 (configuration not stated),5,-5,97,0.3,7,-3,-6,3,0
Cc1cccc(C)c1NC(=O)CSc1nnc(-c2ccncc2)n1Cc1ccco1,-7,-13,130,-6.1,-11,-1,6,-5,-3
Cc1ccc(OCCCC(=O)Nc2ccc(Cl)c(S(=O)(=O)N3CCOCC3)c2)cc1,.,.,110,5.2,.,3,-10,5,.
O=C(COc1cccc(Cl)c1Cl)Nc1ccc2c(c1)CCC2,-3,-9,76,-6.4,-7,-3,0,10,3
O=S1(=O)CCC(NS(=O)(=O)/C=C/c2ccccc2)C1 (configuration not stated),1,2,87,-1.3,0,-3,-5,3,0
COc1ccc(OC)c(NC(=O)Nc2ccccc2C)c1,-1,-6,100,1.4,1,-3,7,9,3
CCCCc1c(C)nc2c(OC)cccc2c1SCC(=O)O,-3,-6,101,-0.6,8,-5,2,0,3
O=C(NCC1CCCO1)c1csc(Nc2cccc3ccccc23)n1 (configuration not stated),1,-8,78,0.8,0,-2,-8,11,-1
CCOC(=O)CCNC(=O)CCc1nnc(CCCc2ccccc2)o1,-3,6,100,4.0,1,-2,8,-3,3
CCCCc1cc(=O)oc2c(CN3CCCC3)c(O)ccc12,9,1,94,3.2,-2,6,5,-6,13
Cc1ccc(C)c(C(=O)CSc2n[nH]c(C)n2)c1,0,7,95,0.2,-1,-1,3,2,-1

# Only core dimer inh, EBNA-1 inh and JMJD2C inh, for some of the entries so far:
molecule	core dimer inh	EBNA-1 inh	JMJD2C inh
O=C(NCc1ccc(F)cc1)C1CCCN(C(=O)Nc2ccc(F)cc2)C1 (configuration not stated)	7	-5	3
COc1ccc2c(COC(=O)CNC(=O)C34CC5CC(CC(C5)C3)C4)cc(=O)oc2c1	13	4	-2
O=S1(=O)CCC(NS(=O)(=O)/C=C/c2ccccc2)C1 (configuration not stated)	0	2	3

# Rewritten with bars between the fields: entries from further up
smiles | Fh CTSL1 inh | EBNA-1 inh | Yeast superoxide | PP5 inh | core dimer inh | PP1 inh | ZTA counter | JMJD2C inh | TPT1 inh
CCOC(=O)CCNC(=O)CCc1nnc(CCCc2ccccc2)o1 | -3 | 6 | 100 | 4.0 | 1 | -2 | 8 | -3 | 3
CCCCc1cc(=O)oc2c(CN3CCCC3)c(O)ccc12 | 9 | 1 | 94 | 3.2 | -2 | 6 | 5 | -6 | 13

# (further entries)
SMILES,Fh CTSL1 inh,EBNA-1 inh,Yeast superoxide,PP5 inh,core dimer inh,PP1 inh,ZTA counter,JMJD2C inh,TPT1 inh
NC(=O)c1ccc(Oc2ccc(C(N)=O)cc2)cc1,-3,-1,95,-1.4,-2,-4,2,4,-2
CC(C)CCNc1nc2c(cc1C#N)COC(C)(C)C2,4,-2,95,2.4,6,2,-4,-9,-4
O=C(Nc1nnc(C(F)(F)F)s1)c1c(F)cccc1F,-2,6,120,0.8,1,1,9,-10,-4
OC(COc1ccc2ccccc2c1)CN1CCN(c2ccc(F)cc2)CC1 (configuration not stated),-2,4,86,1.3,-1,-2,13,-15,-3
COc1ccc(C(=O)Nc2ccccc2)cc1NC(=O)c1ccc([N+](=O)[O-])cc1,0,10,108,4.6,10,-5,11,-3,2
COc1ccc2[nH]cc(CCNC(=O)c3ccccc3Cl)c2c1,1,-11,99,3.8,-4,6,-7,9,-39
O=C(Nc1cccc2ccccc12)N1CCN(Cc2ccccc2)CC1,-9,-8,102,1.3,3,-2,-9,-7,-3
O=C1NC(=O)C2C1C(c1ccc([N+](=O)[O-])cc1)=NN2Cc1ccccc1 (configuration not stated),-1,-14,134,1.8,2,5,-8,20,32*
COc1cccc(CC2(CO)CCCN(Cc3cc4ccccc4[nH]3)C2)c1 (configuration not stated),-4,2,98,4.2,-3,0,2,-3,3
CCc1cc(CC)c(/C=N/NC(N)=O)c(CC)c1,-1,1,103,2.1,-1,0,-3,2,1
Cn1cccc1Cc1nnc(SCC(=O)NCc2ccccc2)n1-c1ccc(F)cc1,3,9,93,1.1,5,-2,-8,-1,-1
CS/C(=C\C(=O)c1ccco1)Nc1ccccc1Cl,-4,-1,95,-0.8,7,-4,8,-7,1
COc1ccc(C(=O)C2CCN(CC(=O)Nc3ccc(OC)cc3OC)CC2)cc1,0,-8,99,4.3,0,-3,-17,-2,2
Nc1ncccc1OCc1cccc(C(F)(F)F)c1,1,-6,89,-1.7,-1,-2,-16,7,0
O=C(NCc1ccccn1)c1cccn1-c1ncc(C(F)(F)F)cc1Cl,4,2,96,0.8,-2,-2,-10,-25,-1
C=C(C)[C@H]1CC=C(C)/C(=N/NC(=O)CNc2ccccc2OC)C1,1,10,110,1.8,5,-4,-2,6,-2
COc1cccc(-c2cc(C(F)(F)F)nc(NCc3ccco3)n2)c1,0,-20,100,3.2,1,1,-14,110,-2
O=c1cc(N2CCN(Cc3ccccc3)CC2)c(-c2ccccc2)n[nH]1,-1,-23,106,1.4,2,-3,-11,-1,-4
CC(=O)c1ccc(OCCCCOc2ccc(C(C)=O)cc2)cc1,-4,-3,104,2.4,-1,-13,-18,-10,3
CC(=O)Nc1ccc(NC(=O)C(C)Sc2n[nH]c(-c3cccs3)n2)cc1 (configuration not stated),.,.,95,1.1,.,0,16,-5,.
CCOC(=O)N1CCN(C(=O)CN(Cc2ccc(Cl)cc2)S(=O)(=O)c2ccccc2)CC1,9,-6,115,0.3,8,-7,1,-4,-1
CCOc1ccc(NS(=O)(=O)c2ccc3c(c2)CCN3C(=O)C2CCC2)cc1,0,-6,100,4.0,11,2,-5,2,-1
CC(C)CNC(=O)CCCSc1nc2ccccc2[nH]1,-2,-3,105,0.3,-8,2,-6,4,0
CN1CCN(NC(=O)c2ccc(COc3ccccc3Br)o2)CC1,-6,2,88,2.6,-11,1,-7,-10,-3
Cc1c(OC(C)C(=O)NCCN2CCOCC2)ccc2c(-c3ccccc3)cc(=O)oc12 (configuration not stated),3,-7,115,-1.4,-3,-4,2,27,3
O=C(NCC(=O)N1CCCCC1)c1ccc(Br)o1,-3,-7,92,2.5,8,-7,-12,-10,0
CCN(CC)c1ccc(/C=C/c2nc3ccccc3s2)cc1,0,5,98,0.1,2,0,11,0,178*
CN(CCCC(=O)Nc1ccncc1)S(=O)(=O)c1ccc(Cl)cc1,-3,-7,99,1.6,3,-1,-9,-8,-5
